D2 PAM: HTS Assay for Positive Allosteric Modulators of the Human D2 Dopamine Receptor: Primary Screen for Potentiators | D(2) dopamine receptor (Homo sapiens), P14416 | HEK293 T-REx D2, calcium flux, EC20 dopamine potentiation | potentiation, % at 10 µM | actives 0.34% (n = 340,000) | AID 485347, 2010;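 active means potentiation over 3 SD above the plate norm, cut at about 30% in these data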; further: 0% is about no effect
Target sequence (P14416 whole entry, looked up): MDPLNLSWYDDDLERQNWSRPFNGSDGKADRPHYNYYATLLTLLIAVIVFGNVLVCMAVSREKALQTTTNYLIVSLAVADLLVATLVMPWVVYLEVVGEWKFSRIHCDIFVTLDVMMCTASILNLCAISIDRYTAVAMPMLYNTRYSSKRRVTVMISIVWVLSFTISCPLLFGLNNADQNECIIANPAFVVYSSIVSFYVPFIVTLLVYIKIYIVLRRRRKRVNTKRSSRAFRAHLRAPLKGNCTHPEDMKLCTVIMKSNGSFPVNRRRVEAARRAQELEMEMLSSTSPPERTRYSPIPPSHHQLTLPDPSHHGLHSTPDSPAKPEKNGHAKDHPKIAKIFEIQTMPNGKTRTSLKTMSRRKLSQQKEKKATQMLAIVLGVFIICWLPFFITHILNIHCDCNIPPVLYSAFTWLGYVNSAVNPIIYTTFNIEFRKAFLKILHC
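Potentiation of an EC20 dopamine calcium response is measured in a force-coupled, tetracycline-inducible Hek293 Trex D2 line. Compound-only kinetic reads over 180 s flag agonists before dopamine addition.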
D1 ag: Allosteric Agonists of the Human D1 Dopamine Receptor: qHTS; activation, % at 2 µM; actives 1% (n = 360,000); AID 504660, 2011; HEK293 T-REx D1 cells, calcium flux, agonist mode; D(1A) dopamine receptor (Homo sapiens), P21728; in the data active means activation above about 30%; further: 0% is about no effect
Target sequence (P21728 whole entry, looked up): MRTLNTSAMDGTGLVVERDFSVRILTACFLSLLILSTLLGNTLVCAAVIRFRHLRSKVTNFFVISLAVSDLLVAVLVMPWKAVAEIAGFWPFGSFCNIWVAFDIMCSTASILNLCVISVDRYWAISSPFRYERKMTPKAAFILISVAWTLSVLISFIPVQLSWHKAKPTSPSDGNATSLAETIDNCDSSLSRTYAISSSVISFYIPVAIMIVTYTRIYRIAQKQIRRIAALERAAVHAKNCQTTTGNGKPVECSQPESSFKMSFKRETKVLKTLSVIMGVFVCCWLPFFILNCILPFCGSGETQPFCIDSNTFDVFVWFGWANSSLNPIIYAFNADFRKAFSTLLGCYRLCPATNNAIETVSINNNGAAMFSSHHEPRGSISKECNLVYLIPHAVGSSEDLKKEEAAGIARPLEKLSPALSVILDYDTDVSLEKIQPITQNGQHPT
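Agonism was scored from calcium flux recorded over 180 s (1 read/s) after pintool compound addition, following a 10-cycle baseline. Cells were inducible force-coupled HEK293 TREx D1, plated overnight at 30 C and loaded with no-wash calcium dye.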
LDHA block: qHTS assay for inhibitors of human lactate dehydrogenase; L-lactate dehydrogenase A chain (Homo sapiens), P00338; activity change, % (values are at about 110 or 230 µM); purified LDHA, NADH/diaphorase-resazurin fluorescence; stronger effect = lower value; actives 0.15% (n = 480,000); in the data active means activity change below about -30%; inconclusive means mostly about -25% to -30%;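 further: plate controls were DMSO wells for no effect and wells without enzyme for full effect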
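Remaining NADH was detected by diaphorase (0.133 mg/mL) converting 37 µM resazurin to fluorescent resorufin, read at 0 and 20 minutes. The preceding 5-minute room-temperature reaction used 2 nM LDHA, 0.2 mM sodium pyruvate and 0.06 mM NADH at pH 7.4.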
Vif-APOBEC3G blk: qHTS for Inhibitors of Vif-A3G Interactions: qHTS; HeLa A3G-eYFP + Vif (tagged APOBEC3G with the HIV-1 protein that degrades it), YFP fluorescence, overnight; Potency, µM (series often up to 46.1 µM), for inactives: top-dose activity, negative = active, hits mostly inhibitors; actives 0.076% (n = 410,000); DNA dC->dU-editing enzyme APOBEC-3G (Homo sapiens), Q9HC16;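 further: potency means the concentration at half of the fitted maximal effect; on the % scale 0 is the no-effect control and ±100 the full control effect; nearly all actives have a fitted effect of over 60% in size; hits raise eYFP signal because A3G escapes Vif-driven loss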
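HeLa cells stably expressing Vif and C-terminally eYFP-tagged A3G, seeded overnight at 37 deg C, then exposed to compound by pintool overnight at 37 deg C. Rise in yellow fluorescence (Ex 488/Em 500-530, Acumen) marks blocked Vif-driven A3G degradation.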
Vif-APOBEC3F blk: qHTS for Inhibitors of Vif-A3F Interactions: qHTS; HeLa A3F-eYFP + Vif (tagged APOBEC3F with the HIV-1 protein that degrades it), YFP fluorescence increase; Potency, µM (highest dose often 46.1 µM), without a hit: top-dose activity, negative = active; actives 0.2% (n = 390,000); AID 602313, 2012; further: potency means the concentration at half of the fitted maximal effect; % of control where 0% means no effect; nearly all actives have a fitted effect of over 65% in size
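HeLa cells stably expressing A3F-eYFP plus Vif, plated and incubated overnight at 37 deg C, then exposed to compounds overnight at 37 deg C. Blocked degradation read as raised yellow fluorescence (Ex 488/Em 500-530).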
D1 potentiator: Potentiators of Human D1 Dopamine Receptor: qHTS; D(1A) dopamine receptor (Homo sapiens), P21728; HEK293 TREx D1 cells, calcium flux, dopamine EC20 potentiation; potentiation, % at 10 µM; actives 0.036% (n = 360,000); in the data active means potentiation above about 30%; further: 0% is about no effect
RXFP1 agonist: qHTS Assay for Agonists of the Relaxin Receptor RXFP1. Relaxin receptor 1 (Homo sapiens), Q9HBX9. HEK293T-RXFP1 cAMP TR-FRET, 30 min; response scale: percent of porcine relaxin response, buffer zero. Potency, µM (highest dose often 57.5 µM), inactives show at the top dose activation, actives largely listed as activators. actives 0.3% (n = 370,000); further: potency means the concentration at half of the fitted maximal effect; on the % scale 0 is the no-effect control and ±100 the full control effect; nearly all actives have a fitted effect of over 60% in size; many of its hits are not listed in these tables
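HEK293 cells stably expressing RXFP1, treated 30 min at 37C with compounds plus PDE4 inhibitor Ro 20174; cAMP measured by HTRF TR-FRET. Normalized to buffer and 29 nM porcine relaxin; EC50 by Hill fit.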
GRP78 ERSR act: qHTS for Inducers of the Endoplasmic Reticulum Stress Response (ERSR) in Human Glioma: qHTS; AID 602332, 2012; Potency, µM, for the others: at the top dose activation, hits mostly activators; actives 0.02% (n = 420,000); U87-MG GRP78 promoter luciferase reporter, 16 h; further: potency means the concentration at half of the fitted maximal effect; series mostly up to about 76 µM; % of control where 0% means no effect; nearly all actives have a fitted effect of over 35% in size
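Stably transfected U87-MG glioma cells carrying a GRP78-based luciferase sensor; 16 h compound incubation. Luminescence end-point read 10 min after Bright-Glo addition at room temperature.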
D1 antag: Antagonist of Human D 1 Dopamine Receptor: qHTS. HEK293 TREx D1 cells, calcium flux, dopamine EC80; stronger effect = lower value. activity change, negative = inhibition, % at 10 µM. actives 3.2% (n = 360,000). AID 504652, 2011; in the data active means activity change below about -30%; further: on the % scale 0 is the no-effect control and ±100 the full control effect
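Kinetic fluorescence of a calcium dye serves as the read-out. D1-expressing Hek293 Trex cells, induced overnight at 30 C, are exposed to compound for 180 s before an EC80 dopamine addition, then read 180 s further.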
* hit, by the source's call; u = inconclusive; x = no result given; & = joins results of further samples. Unless noted, the call rests on the fitted dose curve; in most records, active means well fitted curve in the direction sought with a large enough effect; inconclusive means small, poorly fitted or top-dose-only effect, or another doubt; inactive means no such curve, though single readings can be large; an effect the other way counts as inactive or inconclusive. A portion of the library (hit frequency here may not be typical).

Start of the listing, in advance:
#1 O=C(N1CCOCC1)C12CC3CC(C1)CC(n1cnc(Cl)n1)(C3)C2
#2 Cc1cnccc1NC(=O)c1cccs1
#3 CCOc1ccccc1NC(=O)Cn1c(=O)n(-c2ccc(F)cc2)c(=O)c2sc3ccccc3c21
#4 CCOC(=O)COc1ccc(S(=O)(=O)NCC2CCCO2)cc1 (configuration not stated)
#5 Cc1cc(/C=C2\NC(=S)N(C)C2=O)ccc1N1CCCC1

compound no. | 1 | 2 | 3 | 4 | 5
D2 PAM | 7 | -7 | 2 | -4 | -2
D1 ag | 2 | 2 | 1 | 0 | 331*
LDHA block | 0 | -8 | 4 | -11 | 0
Vif-APOBEC3G blk | 2% | -2% | -4% | 1% | 6.3µM*
Vif-APOBEC3F blk | -1% | 5% | -19% | -2% | u
D1 potentiator | -2 | -2 | 1 | 4 | 7
RXFP1 agonist | 0.7% | 0.2% | u | 1.8% | -4.8%
GRP78 ERSR act | 0% | -6% | 0% | -4% | 4%
D1 antag | -3 | -41* | 10 | -10 | -45*

All compounds of this part, previewed entries included:
#1 O=C(N1CCOCC1)C12CC3CC(C1)CC(n1cnc(Cl)n1)(C3)C2
#2 Cc1cnccc1NC(=O)c1cccs1
#3 CCOc1ccccc1NC(=O)Cn1c(=O)n(-c2ccc(F)cc2)c(=O)c2sc3ccccc3c21
#4 CCOC(=O)COc1ccc(S(=O)(=O)NCC2CCCO2)cc1 (configuration not stated)
#5 Cc1cc(/C=C2\NC(=S)N(C)C2=O)ccc1N1CCCC1
#6 Fc1ccccc1CNCCC(Cc1ccccc1)c1ccc2c(c1)OCO2 (configuration not stated)
#7 O=C(/C=C/c1ccc(F)cc1)N1CC[C@@]2(O)CCCC[C@H]2C1
#8 COC(=O)NCCc1cc(OC)c(OC)cc1S(=O)(=O)N1CC(=O)Nc2ccccc21

compound no. | 1 | 2 | 3 | 4 | 5 | 6 | 7 | 8
D2 PAM | 7 | -7 | 2 | -4 | -2 | -16 | 10 | 7
D1 ag | 2 | 2 | 1 | 0 | 331* | 18 | -1 | 0
LDHA block | 0 | -8 | 4 | -11 | 0 | -5 | 2 | -1
Vif-APOBEC3G blk | 2% | -2% | -4% | 1% | 6.3µM* | -1% | 2% | -3%
Vif-APOBEC3F blk | -1% | 5% | -19% | -2% | u | -7% | 12% | -9%
D1 potentiator | -2 | -2 | 1 | 4 | 7 | 6 | 0 | -2
RXFP1 agonist | 0.7% | 0.2% | u | 1.8% | -4.8% | -1.7% | -3.8% | 0.3%
GRP78 ERSR act | 0% | -6% | 0% | -4% | 4% | -2% | 1% | -2%
D1 antag | -3 | -41* | 10 | -10 | -45* | 18 | -4 | -1

The closing four entries of the section above lead into the next.
#5 Cc1cc(/C=C2\NC(=S)N(C)C2=O)ccc1N1CCCC1
#6 Fc1ccccc1CNCCC(Cc1ccccc1)c1ccc2c(c1)OCO2 (configuration not stated)
#7 O=C(/C=C/c1ccc(F)cc1)N1CC[C@@]2(O)CCCC[C@H]2C1
#8 COC(=O)NCCc1cc(OC)c(OC)cc1S(=O)(=O)N1CC(=O)Nc2ccccc21
#9 CCOC(=O)c1cccc(NS(=O)(=O)c2c(C)nc3sc(C)cn3c2=O)c1
#10 CC(=O)Nc1cc(-c2nc3ccccc3s2)ccc1C
#11 Cc1ccc(-c2n[nH]c(=S)n2/N=C/C=C\c2ccccc2[N+](=O)[O-])cc1
#12 COc1ccc(S(=O)(=O)Nc2cc3c(cc2N2CCOCC2)n(C)c(=O)n3C)cc1
#13 Cc1cccc(NC(=S)N2CCN(c3cc(C)ccc3C)CC2)c1
#14 CCOC(=O)c1nn(-c2ccccc2)c(C#N)c1NC(=O)c1nn(CC)cc1Br
#15 CC1CC(C)CN(C(C)C(=O)Nc2cc(S(=O)(=O)N3CCCCC3)ccc2Cl)C1 (configuration not stated)
#16 CCCCCCn1cnc2c(c1=O)c1nc3ccccc3nc1n2Cc1cccs1

compound no. | 5 | 6 | 7 | 8 | 9 | 10 | 11 | 12 | 13 | 14 | 15 | 16
D2 PAM | -2 | -16 | 10 | 7 | -3 | -4 | x | -5 | -6 | 1 | x | -14
D1 ag | 331* | 18 | -1 | 0 | 8 | -3 | -2 | -1 | 5 | 1 | x | 0
LDHA block | 0 | -5 | 2 | -1 | 1 | 2&0 | -14 | 14 | -4 | -15 | 3 | -2
Vif-APOBEC3G blk | 6.3µM* | -1% | 2% | -3% | 4% | x | -12% | -2% | -1% | -3% | -1% | 1%
Vif-APOBEC3F blk | u | -7% | 12% | -9% | 1% | x | 6% | u | -11% | -15% | -9% | -1%
D1 potentiator | 7 | 6 | 0 | -2 | -2 | -1 | 1 | -3 | -9 | 3 | x | -1
RXFP1 agonist | -4.8% | -1.7% | -3.8% | 0.3% | 1.7% | 1.7% | 1.8% | -0.1% | 5.8% | 1.5% | x | 1.2%
GRP78 ERSR act | 4% | -2% | 1% | -2% | -4% | x | -4% | 5% | -3% | -1% | -3% | -1%
D1 antag | -45* | 18 | -4 | -1 | -4 | 14 | -9 | 2 | -35* | -3 | x | 17

#17 CCOC(=O)NC1CCS(=O)(=O)C1 (configuration not stated)
#18 COc1cc(/C=C/CNC[C@H]2O[C@@H](n3cc(C)c(=O)[nH]c3=O)C[C@@H]2O)ccc1O
#19 COc1ccc(NC2CC(=O)N(c3cccc(C)c3)C2=O)cc1 (configuration not stated)
#20 Nc1ccccc1C(=O)NC1CCCCNC1=O (configuration not stated)
#21 CCOc1ccc(C(=O)Nc2ccc3c(c2)C(=O)NC3=O)cc1
#22 CNC(=S)N=Nc1c(O)[nH]c2ccccc12
#23 COc1ccc(N2CCN(C(=O)CN3CCN(C(c4ccccc4)c4ccccc4)CC3)CC2)cc1
#24 C=CCNC(=O)COc1c(C)ccc(C)c1C
#25 O=C(Nc1ccccc1)c1cc2ccccc2s1
#26 COc1cccc(C=O)c1OCCN1C(=O)c2ccccc2C1=O

compound no. | 17 | 18 | 19 | 20 | 21 | 22 | 23 | 24 | 25 | 26
D2 PAM | -5 | x | 4 | 3 | -4 | -8 | -7 | x | x | 1
D1 ag | 1 | x | 4 | 1 | 4 | 2 | 0 | -2 | x | 9
LDHA block | -1 | 12 | 16 | -1 | 0 | 0 | 5 | -2 | -4 | -2
Vif-APOBEC3G blk | 2% | -6% | -1% | 2% | 1% | -6% | 5% | 1% | -1% | -4%
Vif-APOBEC3F blk | -1% | -22% | -15% | 10% | -3% | u | 0% | 2% | -5% | -7%
D1 potentiator | 5 | x | -2 | -7 | -8 | -6 | -11 | -3 | x | 6
RXFP1 agonist | 1.3% | x | 1.7% | 5.7% | 17% | -0.1% | -1.5% | -1.8% | x | 1.8%
GRP78 ERSR act | -2% | -3% | 0% | -3% | -4% | -2% | -5% | 0% | 3% | -3%
D1 antag | 9 | x | 2 | -10 | 5 | -19 | 6 | x | x | 8

Compound activity deposited in PubChem by National Center for Advancing Translational Sciences (NCATS).
